HCMV antiviral: inhibitors of human cytomegalovirus | 410,000 tested, 4.5% active | AID 1259415 | activity change, negative = inhibition, % at 57.5 µM | HFF cells, HCMV-luciferase reporter, 72 h; hits give low values; in the data active means activity change below about -60%; inconclusive means no clear call, values can overlap the other calls; inactive means above about -39%
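After 16 h attachment at 37C, HFF cells received test compound and HCMV-luciferase (1 PFU/cell); reporter luminescence read 72 h later, data normalized against buffer-only and known inhibitor Salinomycin.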
AmpC inh detg: inhibitors of E. coli AmpC beta-lactamase with detergent; AmpC hydrolysis of nitrocefin, absorbance 480 nm, 0.01% Triton; P00811; Potency, µM (highest dose often 114 µM), without a hit: at the highest dose activity change, negative = inhibition, usual class: inhibitors; AID 485294; 370,000 tested, 0.041% active;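 further: potency means the concentration at half of the fitted maximal effect; 0% = no-compound wells and -100% = no-enzyme wells; nearly all actives have a fitted effect of over 25% in size; some results filed as inactive show a strong effect at the top dose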
Target sequence (P00811 whole entry, looked up): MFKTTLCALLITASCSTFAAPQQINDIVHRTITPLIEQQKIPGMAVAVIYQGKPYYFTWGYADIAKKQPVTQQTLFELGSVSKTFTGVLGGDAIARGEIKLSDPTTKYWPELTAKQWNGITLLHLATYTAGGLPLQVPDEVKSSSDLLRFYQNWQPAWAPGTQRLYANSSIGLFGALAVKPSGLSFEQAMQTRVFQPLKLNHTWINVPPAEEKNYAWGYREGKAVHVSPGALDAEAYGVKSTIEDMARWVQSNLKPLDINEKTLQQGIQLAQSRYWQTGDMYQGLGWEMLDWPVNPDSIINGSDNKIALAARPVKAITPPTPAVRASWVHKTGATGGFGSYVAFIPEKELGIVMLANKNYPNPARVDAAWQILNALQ
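AmpC (5.3 nM in the dispensed reagent) in 20 mM phosphate pH 7.0 with 0.01% (detergent screen) or 0.0001% Triton X-100 was preincubated with compounds for 15 min at room temperature. Nitrocefin was then added from an 800 uM solution, and hydrolysis was followed at 480 nm.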
AmpC inh no detg: blocks E. coli AmpC beta-lactamase in detergent-free assay; P00811; AmpC nitrocefin hydrolysis, absorbance 480 nm, 0.0001% Triton; Potency, µM (top dose mostly 57.1 µM), for inactives: at the highest dose activity change, negative = inhibition, hits mostly inhibitors; 330,000 tested, 0.52% active; AID 485341;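 further: potency means the concentration at half of the fitted maximal effect; plate controls were no compound for no effect and no enzyme for full effect; nearly all actives have a fitted effect of over 20% in size; some results filed as inactive show a strong effect at the top dose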
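AmpC (5.3 nM in the dispensed reagent) in 20 mM phosphate pH 7.0 with 0.01% (detergent screen) or 0.0001% Triton X-100 was preincubated with compounds for 15 min at room temperature. Nitrocefin was then added from an 800 uM solution, and hydrolysis was followed at 480 nm.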
Giardia FBPA inh: Giardia lamblia aldolase inhibition | A8B2U2 | purified Giardia FBPA | Potency, µM (titrated, usually from 59.6 µM), for inactives: top-dose activity, negative = inhibition, most hits filed as inhibitors | 290,000 tested, 0.71% active | AID 2451; further: potency means the concentration at half of the fitted maximal effect; nearly all actives have a fitted effect of over 55% in size
Target sequence (A8B2U2 whole entry, looked up): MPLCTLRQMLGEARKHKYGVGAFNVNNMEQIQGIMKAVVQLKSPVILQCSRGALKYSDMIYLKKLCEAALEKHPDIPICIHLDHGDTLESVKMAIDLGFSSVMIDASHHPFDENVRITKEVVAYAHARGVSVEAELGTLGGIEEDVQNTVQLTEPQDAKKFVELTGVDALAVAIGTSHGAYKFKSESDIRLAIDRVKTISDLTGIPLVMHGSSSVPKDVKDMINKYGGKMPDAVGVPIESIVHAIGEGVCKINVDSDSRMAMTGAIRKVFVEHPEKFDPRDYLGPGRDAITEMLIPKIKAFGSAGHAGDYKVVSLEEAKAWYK
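Giardia FBPA (40 nM reagent) was preincubated 10 min at RT with compound (up to 57.5 uM final), then substrate plus GAPDH/TPI/NAD/arsenate coupling system with diaphorase/resazurin was added; resorufin fluorescence (525/598 nm) was read after 20 min.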
Sm TGR inh: inhibitors of Schistosoma mansoni thioredoxin glutathione reductase; Q962Y6; purified TGR, DTNB reduction, TNB absorbance 405 nm; 360,000 tested, 3% active; Potency, µM (highest dose often 114 µM), for the others: at the top dose activity change, negative = inhibition, most hits filed as inhibitors; further: potency means the concentration at half of the fitted maximal effect; nearly all actives have a fitted effect of over 60% in size
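TGR 20 nM + NADPH 100 uM (dispensed conc.), cpd preinc 15 min RT; start with NADPH (500 uM addition) then DTNB (15 mM addition). Kinetic TNB absorbance, 405 nm filter. Four-parameter Hill fit across titration.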
AMA1 RON2 block: inhibitors of Plasmodium falciparum AMA1-RON2 interaction; AlphaScreen AMA1-biotinylated RON2 peptide binding; Potency, µM (highest dose often 58.2 µM), for the others: top-dose activity change, negative = inhibition, usual class: inhibitors; 360,000 tested, 0.2% active; AID 720542;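 further: potency means the concentration at half of the fitted maximal effect; 0% = vehicle wells and -100% = peptide control; nearly all actives have a fitted effect of over 45% in size; some results filed as inactive show a strong effect at the top dose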
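AMA1 (3D7) with his tag at 25 nM final met compounds first, then biotinylated RON2 peptide at 25 nM; detection used donor plus acceptor beads, 10 µg/mL apiece, read by AlphaScreen after 30 min at room temperature.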
Active calls of the source: *; ? = inconclusive; nt = no result given; [ ] = remark or other dose. Unless noted, the call rests on the fitted dose curve; in most records, active means well fitted curve in the direction sought with a large enough effect; inconclusive means small, poorly fitted or top-dose-only effect, or another doubt; inactive means no such curve, though single readings can be large; an effect the other way counts as inactive or inconclusive. Unless noted, on the % scale 0 is the no-effect control and ±100 the full control effect. Rows are unselected; about 7.8% have a hit in one of these screens.

SMILES | HCMV antiviral | AmpC inh detg | AmpC inh no detg | Giardia FBPA inh | Sm TGR inh | AMA1 RON2 block
CCN(C(=O)COC(=O)/C=C/c1cnc2ccccc2n1)c1ccccc1 | -89* | -3% | 4% | -3% | -13% | 4%
COCCNC(=S)NC(=O)CC12CC3CC(CC(C3)C1)C2 | 10 | -11% | -35% | -1% | -11% | -13%
CC1(C)CC(=O)C(C=NCC2CCN(C(=O)Cc3ccccc3)CC2)=C(O)C1 | 15 | -1% | 117%[activator] | 2% | 2% | -2%
O=C(Nc1ccc(Br)cc1)c1cc(S(=O)(=O)N2CCc3ccccc32)ccc1F | -18 | 9% | nt | nt | -1% | nt
Cc1nc2ccccc2n1Cc1ccccc1 | -36 | -8% | -4% | -9% | 1% | 10%
O=C(NCc1cccnc1)C1CCN(Cc2cc3ccccc3n2Cc2cccc(Cl)c2)CC1 | -2 | -3% | nt | nt | -1% | nt
CN(C)C(=S)Nc1ccc(S(=O)(=O)N2CCCCC2)cc1 | 81 | 5% | -19% | 1% | 3% | -11%
COc1cccc(CNc2ccccn2)c1O | 27 | ? | -24% | 12% | 28µM* | 1%
Cc1cc(C)cc(OCC(=O)OCC(=O)NC2CCCCCCC2)c1 | -7 | ? | 54% | nt | 0% | -6%
O=C(NCc1ccccc1Cl)c1cnccc1C(F)(F)F | 6 | -6% | -13% | 6% | 14% | -6%
CN(C)C(=O)CCc1ccc2c3c([nH]c2c1)[C@]1(C)[C@@H](C(=O)N2CCOCC2)C[C@H](CC(=O)NCCC2=CCCCC2)C(=O)N1CC3 | 23 | nt | 252%[activator] | nt | nt | -9%
Cn1cccc1-c1nc2ccc(NC(=O)c3ccc([N+](=O)[O-])cc3)cc2[nH]1 | 26 | -2% | -40% | 0% | -2% | -1%
Cc1ccc(S(=O)(=O)N(CC(=O)Nc2cccnc2)c2cc(Cl)ccc2C)cc1 | ? | -5% | nt | nt | -11% | nt
O=C(Cn1c(=O)ccc2cc(S(=O)(=O)N3CCCC3)ccc21)NCc1ccc(Cl)cc1 | -18 | 1% | nt | nt | -1% | nt
COC(=O)c1sc(S(=O)(=O)NCCCN(C)C)c(C(=O)OC)c1C | -1 | 5% | -16% | 2% | 4% | 9%
Cc1ccc(OCCOCCOc2ccc(Br)cc2/C=N\NC(=O)c2ccncc2)cc1 | -2 | ? | 58% | -14% | 5% | 1%[11.6 µM]
CN(c1ccccc1)S(=O)(=O)c1ccc(C(=O)NCc2ccccn2)cc1 | -2 | -5% | 9% | 0% | -1% | 10%
O=C(CCN1CCN(C/C=C/c2ccccc2)CC1)Nc1cccc(F)c1 | -9 | 2% | 95%[activator] | 2% | -22% | 9%
Fc1ccc(/C=N/Nc2nccnc2Cl)cc1 | 49 | 1% | 1% | ? | -20% | 16%
Cc1cccc(OCc2n[nH]c(=S)n2C2CCCCC2)c1 | 28 | ? | -11% | 4% | -4% | 8%
Cc1ccc2cc(CN(CCO)Cc3nnnn3Cc3ccc(F)cc3)c(=O)[nH]c2c1 | -3 | -5% | 7% | 20% | -8% | -15%
O=C(CC(SCc1ccco1)c1ccc(O)cc1)c1cccs1 (centres undefined) | 102 | -8% | -43% | -2% | 28µM* | -5%
CCC1CCCCN1C(=O)CSc1nnc(-c2ccco2)o1 (centres undefined) | 7 | 7% | -14% | 0% | ? | 1%
CCC1CN(C)C2Cc3c([nH]c4ccccc34)C(=O)CC1C2C(=O)OC (centres undefined) | 14 | -12% | -13% | -8% | 45µM* | 0%
O=C(COC(=O)c1cc(F)c(F)cc1Cl)NC1CC1 | -25 | 8% | -11% | -4% | 29% | 3%

Sorted by heavy-atom count (largest number first): some entries from above
SMILES | HCMV antiviral | AmpC inh detg | AmpC inh no detg | Giardia FBPA inh | Sm TGR inh | AMA1 RON2 block
Cc1ccc(OCCOCCOc2ccc(Br)cc2/C=N\NC(=O)c2ccncc2)cc1 | -2 | ? | 58% | -14% | 5% | 1%[11.6 µM]
Cc1cccc(OCc2n[nH]c(=S)n2C2CCCCC2)c1 | 28 | ? | -11% | 4% | -4% | 8%
COc1cccc(CNc2ccccn2)c1O | 27 | ? | -24% | 12% | 28µM* | 1%

Other results.
SMILES | HCMV antiviral | AmpC inh detg | AmpC inh no detg | Giardia FBPA inh | Sm TGR inh | AMA1 RON2 block
O=C(CN1CCC(O)(c2ccc3c(c2)OCO3)CC1)N1CCOCC1 | 5 | -11% | -11% | 1% | 1% | 1%
CCCNS(=O)(=O)c1ccc(NC(=O)Cc2cccs2)cc1 | 6 | 3% | -16% | 4% | 5% | 2%
Cc1ccccc1-c1nnn(CC(=O)Nc2sc3c(c2C#N)CCC(C(C)(C)C)C3)n1 (centres undefined) | 0 | -5% | nt | nt | 12% | nt
CCCNc1c(NS(=O)(=O)c2ccc(Br)cc2)c(=O)oc2ccccc12 | 7 | 0% | -12% | 13% | 5% | -5%
CCc1ccccc1NC(=O)CCNC(=O)Cn1ccc2ccccc2c1=O | 12 | -13% | -2% | 5% | -9% | -2%
CC(=O)c1ccc(NC(=S)NNC(=O)c2ccncc2)cc1 | 20 | 0% | -11% | 3% | 2% | 57%[activator][11.6 µM]
Cc1cccc(Cn2c(=O)n(CC3CCC(C(=O)N4CCOCC4)CC3)c(=O)c3sccc32)c1 (centres undefined) | -28 | 22% | nt | nt | -4% | nt
Cc1nn(-c2ccccc2)c(=O)c2ccccc12 | -38 | 0% | -11% | 5% | 0% | 0%
O=c1[nH]c(CSc2nnc(-c3ccco3)n2-c2ccccc2)nc2sc3c(c12)CCC3 | nt | -12% | -27% | 9% | -24% | nt
N#CCCn1ncn(-c2ccccc2)c1=S | 29 | -12% | -18% | 0% | 23% | -2%
O=[N+]([O-])c1ccc(N/N=C/c2c[nH]c3ccccc23)cc1 | -15 | 0% | -51% | 0% | -14% | -10%
COc1cccc(-n2nc(C(=O)N3CCN(Cc4ccccc4)CC3)c3ccccc3c2=O)c1 | 11 | 0% | 190%[activator] | -3% | -14% | -1%
O=C(NC1CCCc2ccccc21)c1ccccc1Cl (centres undefined) | -15 | 1% | -22%[2.29 µM] | 2% | 5% | -6%
CC(=O)N1CCN(c2ccc(N=Cc3c(O)n(Cc4ccccc4)c(=O)[nH]c3=O)cc2)CC1 | 3 | 0% | 216%[activator] | -3% | -4% | -5%
Cc1ccc(NC(=O)COC(=O)[C@H](C)NC(=O)c2ccccc2)cc1S(=O)(=O)N1CCOCC1 | 9 | 1% | 26% | 0% | 8% | -6%
Cc1cc(C(=O)CN2c3cccc4cccc(c34)S2(=O)=O)c(C)n1C | -3 | -6% | ? | nt | ? | -4%
C/C(=N\NC(=O)c1c(Br)c(C)nn1C)c1cccc(NC(=O)c2ccccc2F)c1 | -6 | -14% | 24% | 1% | -3% | 19%
Cn1nc(C(C)(C)C)cc1C(=O)NN1CCOCC1 | -6 | 5% | -1% | nt | ? | 8%
COc1ccc(NC(=S)NCc2ccco2)c(OC)c1 | -33 | -1% | -7% | -6% | -31% | -2%
CN(CC(=O)Nc1ccccc1Br)C(=O)COc1cccc2c1OC(C)(C)C2 | 4 | 11% | 43% | nt | 3% | -2%
CC(C)NC(=O)C(=O)NCc1ccccn1 | 21 | -4% | 1% | 4% | -3% | 90%[activator]
N#Cc1c(-c2ccccc2)cc(-c2cccs2)nc1SCC(=O)O | 27 | -4% | -46% | 22% | 8% | 0%
CC1=CC(=O)C=C(C)C1=NOc1ccccc1[N+](=O)[O-] | 5 | ? | -3% | -29% | 28µM* | 2%
COc1ccc(CCC(C)N2CCC(Oc3ccc(C(=O)N4CCCC4)cc3)CC2)cc1 (centres undefined) | -8 | 7% | 86%[activator] | nt | 28µM* | -1%
CCCOc1c(Cl)cc(C(=O)N(Cc2cccc(OC)c2)C2CCS(=O)(=O)C2)cc1Cl (centres undefined) | 15 | 20% | nt | nt | 8% | nt

Later entries
SMILES | HCMV antiviral | AmpC inh detg | AmpC inh no detg | Giardia FBPA inh | Sm TGR inh | AMA1 RON2 block
CCCCN(C)CCCNC(=O)Cn1nc(CC)n2c(cc3sc(C)cc32)c1=O | -17 | 15% | nt | nt | 7% | nt
COC(=O)c1ccc(CN2C(=O)NC(CC(C)C)C2=O)cc1 (centres undefined) | 26 | 4% | -11% | 8% | 2% | 9%
COc1ccc(C2=NCC(=S)Nc3ccc(Cl)cc32)cc1Cl | -63* | 7% | -14% | 0% | 2% | 16%
O=C(NCCS(=O)(=O)NCc1ccccc1)c1ccccc1 | 5 | ? | ? | nt | 0% | 7%
C=CC[N+](C)(C)CCCNC(=O)/C=N/O | -8 | 0% | 3% | 15% | -4% | 7%
COc1cc(S(=O)(=O)N2CCCC2)c(C)cc1C | -23 | -8% | -3% | 3% | -1% | 8%
COC(=O)COn1c(-n2nc(C)cc2C)nc2ccccc2c1=O | 5 | -5% | 5% | 2% | -9% | 13%
CCC1OC2(C)OC(=N)C1(C#N)C(C#N)(C#N)C2c1ccccc1 (centres undefined) | ? | -15% | -26% | -9% | ? | -4%
CN(C(=O)COC(=O)Cc1ccccc1[N+](=O)[O-])C1CCS(=O)(=O)C1 (centres undefined) | 42 | nt | -16% | nt | nt | 11%
CC(C)=CCN1CCN(Cc2cccn2-c2ccccn2)CC1CCO (centres undefined) | -22 | 0% | -5% | -6% | nt | -15%
CC(=O)N1CCCc2cc(S(=O)(=O)NCc3cccc(C)c3)ccc21 | -24 | 1% | nt | nt | 8% | nt
O=C(NC1CCCCCC1)C(=S)N1CCOCC1 | 10 | -6% | -44% | 2% | 5% | -3%
COc1ccc(C(CC(=O)N2CCCC2)c2ccc(F)cc2)cc1 (centres undefined) | 33 | 3% | 56% | 3% | 4% | 2%
Cc1ccc2oc(-c3ccc(Cl)c(NC(=O)c4ccc(OC(C)C)cc4)c3)nc2c1 | 95 | 7% | nt | nt | 5% | nt
COc1ccc(/C=N/NC(=O)c2cc[n+]([O-])cc2)cc1 | 2 | -12% | -3% | -1% | 1% | 20%
Cc1n[nH]c(C)c1SCC(=O)Nc1ccc(F)cc1 | 22 | -4% | -19% | -1% | -2% | -4%
Cc1ccc(/C=C/C(=O)Nc2cc(S(N)(=O)=O)ccc2O)cc1 | 9 | 4% | -42% | -5% | 0% | -9%
CC(C)CN(CCNC(=O)c1cc(-c2ccc(Cl)s2)nc2ccccc12)CC(C)C | -17 | 5% | nt | nt | 4% | nt
CC(C)CNC(=S)N(CCCN(C)C)Cc1cc2cc3c(cc2[nH]c1=O)OCCO3 | 6 | -13% | 4% | 3% | -20% | 11%
O=C(O)CCCCCN1C(=O)/C(=C\c2ccncc2)SC1=S | -99* | -13% | -20% | 15% | -2% | 36%[activator]
Cc1ccc(S(=O)(=O)N2[C@@H](c3cccc4ccccc34)C(C(=O)O)=C[C@H]2C(C)(C)C)cc1 | -14 | nt | -21% | nt | nt | 1%
CCOC(=O)N1CCN(C(=O)c2cc(S(=O)(=O)N3CCc4ccccc43)ccc2OC)CC1 | -14 | ? | 123%[activator] | nt | -5% | 3%
